ADAM17 inh = inhibitors of human ADAM17; recombinant ADAM17, EDANS/DABCYL FRET peptide cleavage; AID 720648; P78536; inhibition, % at 6.95 µM; actives 0.83% (n = 370,000);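 active = inhibition above the mean of compounds lying between control limits plus 3 SD, set per campaign, cut at about 8.5% in these data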;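 note: 0% = DMSO-only wells as the low control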
GC-A act = GC-A (human) enzyme activation. HEK293 GC-A cells, cGMP TR-FRET, EC30 ANP; 0% at EC30 ANP, 100% saturating ANP. activation, % at 10 µM. actives 0.14% (n = 370,000); in the data active = activation above about 40%
Target sequence (P16066 whole entry, looked up): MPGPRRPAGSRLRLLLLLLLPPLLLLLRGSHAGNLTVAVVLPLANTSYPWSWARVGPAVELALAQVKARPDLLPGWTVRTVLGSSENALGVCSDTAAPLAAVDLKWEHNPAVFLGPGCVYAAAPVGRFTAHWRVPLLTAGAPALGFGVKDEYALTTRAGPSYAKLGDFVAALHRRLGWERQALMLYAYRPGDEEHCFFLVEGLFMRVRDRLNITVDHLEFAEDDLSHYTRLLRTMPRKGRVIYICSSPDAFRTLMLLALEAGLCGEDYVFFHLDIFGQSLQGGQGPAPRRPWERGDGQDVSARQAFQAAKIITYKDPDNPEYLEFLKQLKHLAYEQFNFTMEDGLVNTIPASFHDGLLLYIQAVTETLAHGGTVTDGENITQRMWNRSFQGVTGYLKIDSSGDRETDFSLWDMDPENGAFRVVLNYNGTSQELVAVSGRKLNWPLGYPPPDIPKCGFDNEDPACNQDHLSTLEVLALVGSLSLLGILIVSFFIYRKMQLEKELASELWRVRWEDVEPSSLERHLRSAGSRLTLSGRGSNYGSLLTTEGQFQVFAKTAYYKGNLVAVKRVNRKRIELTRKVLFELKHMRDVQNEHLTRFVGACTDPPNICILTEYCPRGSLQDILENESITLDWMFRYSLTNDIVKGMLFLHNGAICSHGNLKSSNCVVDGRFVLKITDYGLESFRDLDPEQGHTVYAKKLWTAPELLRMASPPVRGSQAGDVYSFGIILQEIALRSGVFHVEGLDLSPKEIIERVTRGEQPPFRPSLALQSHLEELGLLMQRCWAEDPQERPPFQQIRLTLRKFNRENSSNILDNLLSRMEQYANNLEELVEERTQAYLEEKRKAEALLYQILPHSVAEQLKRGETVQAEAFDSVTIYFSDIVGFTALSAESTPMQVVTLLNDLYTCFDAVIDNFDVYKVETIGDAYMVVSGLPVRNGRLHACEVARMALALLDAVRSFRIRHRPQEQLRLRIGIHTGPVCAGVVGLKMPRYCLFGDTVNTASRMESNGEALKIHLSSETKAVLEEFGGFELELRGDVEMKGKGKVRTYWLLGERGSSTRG
DAX1 inh-1 = DAX1 (NR0B1) inhibition, primary screen | HEK293T StAR-luciferase reporter, SF-1/DAX-1 repression relief | inhibition, % at 6.8 µM | actives 1.1% (n = 370,000) | AID 652010;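 active = inhibition above the mean over all tested compounds plus 3 SD, cut at about 3.6% in these data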;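 note: 0% = DAX-1 cells with DMSO and 100% = cells lacking DAX-1 with DMSO; higher inhibition means more luminescence from relief of DAX-1 repression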
SMARCA2 act = activators of SMARCA2 function; actives 1% (n = 370,000); activation, % at 9.1 µM; AID 652017; MG213 cells, MMTV-luciferase reporter, dexamethasone, overnight; in the data active = activation above about 7.8%;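 note: 0% = vehicle wells and 100% = reference activator wells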
ADAM10 inh = ADAM10 inhibition, QFRET primary screen; recombinant ADAM10, EDANS/DABCYL FRET peptide cleavage, 3 h; inhibition, % at 7 µM; actives 0.62% (n = 370,000); AID 720582;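 active = inhibition above a per-campaign cutoff equal to the mean of compounds falling between control-based bounds plus 3 SD, cut at about 20% in these data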;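 note: 0% = DMSO wells while the 100% control is not disclosed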
GAA850 FXN act = activators of GAA850 frataxin (FXN) promoter. HEK293 lucGAA850 FXN promoter luciferase reporter, 24 h; percent of 10 µM SAHA response. activation, % at 6 µM. actives 0.56% (n = 360,000). AID 540364;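 active = activation above the average of all compounds screened plus 3 SD, cutoff fixed separately per campaign, cut at about 7.5% in these data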;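 note: 0% = DMSO wells and 100% = 10 µM SAHA wells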
hgDAF-12 ag = hgDAF-12 agonism, primary luciferase screen | actives 1.8% (n = 370,000) | activation, % at 6.8 µM | AID 687014 | HEK293 GAL4-hgDAF12 UAS-luciferase reporter, agonist luminescence; normalized to butyrate control;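 active = activation above a cutoff set at the mean of all screened compounds plus 3 SD, cut at about 10% in these data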;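 note: 0% = DMSO wells and 100% = sodium butyrate wells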
hcDAF-12 act = H. contortus DAF-12 activation, primary screen; HEK293 hcDAF-12 lit1-tk-luc reporter, luminescence; 0% DMSO, 100% Δ7-dafachronic acid; activation, % at 6.8 µM; actives 1.4% (n = 370,000);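 active = activation above the mean of all tested compounds plus 3 SD, cut at about 5.5% in these data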;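 note: 100% = response to 3 µM Δ7-dafachronic acid high control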
PG9 Ab binder = small molecules binding HIV-1 gp120 antibody PG9 | TR-FRET gp120-PG9 antibody binding | inhibition, % at 6.7 µM | actives 0.43% (n = 360,000) | AID 624416; in the data active = inhibition above about 8.5%
DAX1 inh-2 = NR0B1 (DAX1) inhibition. AID 504766. HEK293 Gal4-DAX1 luciferase reporter, luminescence. inhibition, % at 6.75 µM. actives 0.99% (n = 340,000);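 active = inhibition above the mean over all tested compounds plus 3 SD, cut at about 4.2% in these data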;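 note: 0% = DAX1-transfected cells with DMSO and 100% = empty-vector control cells with DMSO; inhibition shows as a rise in luminescence from relieved DAX1 repression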
ssDAF-12 act = S. stercoralis DAF-12 activation, primary screen; HEK293 ssDAF-12/GRIP1 lit1-tk-luc reporter, luminescence; % of 3 µM dafachronic acid response; activation, % at 6.8 µM; actives 1% (n = 370,000); AID 652126;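 active = activation above the mean over all tested compounds plus 3 SD, cut at about 0.9% in these data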;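 note: 0% = DMSO-only wells and 100% = 3 µM delta7-dafachronic acid wells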
The depositor's hits bear a star; i = inactive; · = not tested or not shown. This is a random part of the collection (roughly 6.8% active in at least one column).

SMILES	ADAM17 inh	GC-A act	DAX1 inh-1	SMARCA2 act	ADAM10 inh	GAA850 FXN act	hgDAF-12 ag	hcDAF-12 act	PG9 Ab binder	DAX1 inh-2	ssDAF-12 act
CC(C)Cc1nnc(NC(=O)c2ccc(S(=O)(=O)N3CCCC3)cc2)s1	-6	-5	3.3	-2	-7	-0.4	-2.4	0.3	0.3	0.3	-1.1
COc1ccc(SC[C@H](Cc2ccccc2)N2CC[C@@H](C(C)(C)C)CCC2=O)cc1	-4	-12	-0.7	1	-1	0.3	2.1	-0.9	-0.9	0.8	-1.2
Cc1cccn2c(=O)c(C=O)c(N3CCSCC3)nc12	-3	0	0.0	-4	-6	2.5	0.1	0.4	1.1	-1.6	-1.8
O=C(c1ccco1)N1CCN(C(c2ccc(Cl)cc2)c2nnnn2CC2CCCO2)CC1 (stereo not given)	-3	-1	-0.5	1	-1	0.8	0.1	1.4	-1.5	-0.7	-0.9
Cc1ccc(N2CC(C(=O)Nc3ccccc3C(=O)NC3CCCCC3)CC2=O)cc1 (stereo not given)	-7	3	0.6	2	-13	1.7	1.6	0.9	0.1	2.7	-0.4
COc1cccc(NC(=O)CN2C(=O)CSc3nc(C)cc(C)c32)c1	1	2	0.8	2	-3	1.5	-3.9	-1.7	-0.2	1.3	-1.2
NC(=O)c1ccccc1NS(=O)(=O)c1ccc(S(=O)(=O)N2CCCC2)cc1	-2	0	0.1	-3	-9	-0.1	2.2	-1.1	1.5	1.3	-0.9
NS(=O)(=O)c1ccc(N2N=C(c3ccccc3)CC2c2ccccc2Cl)cc1 (stereo not given)	i	-4	1.3	-5	i	2.9	-2.6	-1.1	0.7	-0.5	-1.7
CN(C)CCN1CCN(C2CN(Cc3ccc(F)cc3)S(=O)(=O)C2)CC1 (stereo not given)	-2	0	0.2	0	6	·	1.8	0.6	0.4	·	-1.0
O=C1c2cccc3cccc(c23)C(=O)N1CC1CCN(S(=O)(=O)c2ccc(F)cc2)CC1	-2	-4	0.1	-4	1	0.9	-1.6	-1.4	1.5	-0.1	-1.2
COc1ccccc1-c1nnc(SC)n1C	-5	·	0.8	-1	-1	0.7	-2.7	-1.5	0.3	1.2	-1.3
CC1CCCCC12NC(=O)N(CC(=O)Nc1ccc3[nH]c(=O)[nH]c3c1)C2=O (stereo not given)	2	-4	1.5	-2	3	2.6	0.9	-1.6	-0.4	-1.3	-0.6
CN(C)S(=O)(=O)c1ccc(Cl)c(NC(=O)COC(=O)/C=C/c2ccc(S(=O)(=O)N3CCOCC3)cc2)c1	2	2	0.2	-2	4	0.9	-0.9	-0.5	2.1	0.2	-0.2
O=C(OCC(=O)N1CCN(Cc2ccccc2)CC1)c1cc(Cl)ccc1[N+](=O)[O-]	-1	-2	-1.3	0	-2	-0.2	0.8	-0.2	0.7	0.2	-1.2
O=C(Cc1ccccc1)N1CCN(c2ccc([N+](=O)[O-])cc2)CC1	-2	-3	-0.7	-2	-2	-0.9	-4.3	-3.4	0.2	-1.4	-1.5
Cc1ccc(SCc2nc3ccccc3n2CC(=O)Nc2ccc(Cl)cc2)cc1	-2	-3	-0.2	0	-1	-2.9	0.6	0.6	-0.5	-0.1	-1.6
Cc1cc(Cn2nc(-c3ccccc3)cc2C(=O)NCC2CC2)on1	4	3	-0.3	-2	6	-1.0	2.1	-0.7	0.5	0.8	-1.6
COc1ccc(C(=O)Nc2ccc(Nc3ccccc3)cc2)cc1Br	1	-2	-0.9	1	8	-0.3	3.5	-0.3	-0.6	-2.0	-1.3
CCOc1ncccc1C(=O)OCc1nnc(-c2ccccc2)o1	-4	1	-0.1	0	-1	1.2	-0.6	0.6	0.9	-0.6	-0.7
CCn1c(C)nc2cc(C(=O)NNS(=O)(=O)c3cc(Br)ccc3Br)ccc21	-3	0	0.2	-3	-3	1.7	1.9	0.2	-2.1	-0.8	-1.5
NC(=S)Cc1nc(-c2ccccc2)cs1	-2	-10	0.0	-5	-12	1.3	-2.4	-0.1	-1.0	-0.3	-0.6
COCCNc1c([N+](=O)[O-])c(=O)n(-c2ccccc2)c2ccccc12	-3	-6	-0.3	-4	4	1.2	-3.1	-0.6	0.4	-0.3	-0.7
Cc1ccc(NC(=O)COC(=O)C2=NN(c3ccccc3)C(=O)CC2)c(Br)c1	-1	-1	-0.6	-1	-4	1.9	1.5	0.3	-1.1	0.9	-0.3
Cc1cccc(OCC(=O)N/N=C/c2ccccc2C(=O)O)c1	-2	2	-0.6	1	8	-1.8	0.9	0.9	-0.4	1.1	-0.9
CC(=O)Nc1ccc(C2=NN(c3ccccc3)C(c3ccccc3)C2)cc1 (stereo not given)	-126	-1	-0.5	-1	-262	-1.3	0.4	-0.5	4.6	0.0	-1.6
COc1ccccc1OCC(=O)N/N=C(\C)c1ccc2ccccc2c1	4	-4	2.7	-2	-6	1.4	-0.7	-1.6	-1.9	-0.6	-1.1
CCOC(=O)N1CCN(CCC(=O)Nc2cc([N+](=O)[O-])ccc2OC)CC1	3	6	0.1	0	-7	1.5	-0.6	-2.2	0.9	0.4	-0.5
CCCCC(=O)NC(c1ccc(Cl)cc1)c1ccc2cccnc2c1O (stereo not given)	5	2	-1.8	-2	5	-8.8	-11	-4.6	-2.0	-4.8	-1.8
CSC1=C(C#N)C(=O)NC(c2ccc(Cl)cc2)S1 (stereo not given)	0	-9	0.4	-1	-6	0.3	0.4	1.7	-1.1	2.9	-0.8
CCOc1ccc([N+](=O)[O-])c(N)c1	-1	2	-0.5	-3	2	3.1	-1.4	-1.7	1.5	2.0	-1.2
Cc1cc2cc(CNS(=O)(=O)c3ccc4ccccc4c3)ccc2n1C	1	-3	-0.8	1	3	0.0	-0.5	1.5	-8.0	0.3	-1.0
O=C(CCS(=O)(=O)c1ccccc1)NCc1ccccc1	-3	2	0.3	0	-2	1.1	0.1	-0.4	0.0	-0.4	-0.8
CSc1nnc(-c2cc3ccccc3cc2O)n1C	-95	-4	-0.7	0	-311	1.4	-1.3	-0.7	-0.6	-0.2	-1.1
Nn1c(CSc2nc3ccccc3o2)nnc1CSc1nc2ccccc2o1	4	-4	0.2	1	5	-1.7	-0.5	-2.0	-1.4	-0.6	-0.8
Cc1cccc(-c2cccc3c4c([nH]c23)[C@@H]2C[C@H](N(C)C(=O)c3cccc(Cl)c3)[C@H]([C@H](C)O)CN2CC4)c1	-7	-5	0.6	-5	-19	·	0.7	-2.2	·	·	-1.6
O=C(Nc1ccnn1C1CCN(Cc2c[nH]c3ccccc23)CC1)c1ccccc1	3	-6	1.9	2	8	0.5	3.3	6.2*	0.7	1.0	-0.5
CCn1c(SCC(=O)OC(C)C)nnc1-c1ccccc1OC	-4	0	0.7	-2	-6	-0.1	-1.6	3.7	-0.2	1.8	1.1*
O=S(=O)(c1cccc(-c2nnc(SCc3ccc(Cl)cc3)o2)c1)N1CCCCC1	-3	4	0.2	0	-7	2.1	-1.2	-1.9	2.0	0.8	-0.1
CC(C)Oc1ccc(C(=O)NCC(=O)Nc2ccc3c(c2)CCC3)cc1	-4	2	-0.8	6	-4	-0.5	2.2	0.3	-2.6	-0.1	-0.4
CCS(=O)(=O)N1CCN(C(=O)c2cccs2)CC1	-4	2	0.1	-1	1	1.8	1.5	0.7	-0.9	-0.3	-0.6
Nc1c(C(=O)c2ccc(Cl)cc2)oc2ccccc12	3	5	1.0	5	-4	5.6	12*	5.0	-2.1	-0.2	1.8*
CCOc1ccccc1NC(=S)N(Cc1cc2ccc(C)cc2[nH]c1=O)CC1CCCN1CC (stereo not given)	-2	0	0.0	0	-6	-2.5	1.0	1.5	-2.5	-0.3	-0.6
CC1CCCN(C(=O)c2cccc(S(=O)(=O)Nc3cc(C(F)(F)F)ccc3Cl)c2)C1 (stereo not given)	0	6	-0.3	-2	0	0.3	3.3	-0.1	-1.5	1.0	-1.9
CN(CC(=O)Nc1cccc(S(=O)(=O)N2CCCCC2)c1)Cc1ccc(F)cc1	-1	-3	-2.2	-3	-1	0.3	-2.1	-1.4	0.9	-1.1	-1.6
O=C(NCc1ccccc1)N1CCC(c2nc3ccc(Cl)cc3[nH]2)CC1	1	-5	1.1	2	4	·	-1.8	-3.9	·	·	-1.6
COc1cccc(-c2csc(NC(C)=O)n2)c1	0	8	0.8	7	7	2.2	11*	-0.2	-1.1	1.4	-0.7
CCC(C)[C@H](NC(=O)C1CC(=O)N(c2ccc(OC)cc2)C1)C(=O)NC1CCCC1 (stereo not given in full)	2	2	0.3	8.0*	-7	-1.1	-0.1	-0.1	-2.7	0.2	-1.2
CCNC(=O)N(C)[C@H]1C[C@H]2c3[nH]c4c(-c5ccccc5)cccc4c3CCN2C(=O)[C@H]1[C@H](C)O	-201	-2	-0.5	-4	i	·	-3.2	0.3	1.4	·	-0.9
COC(=O)[C@H](C(C)C)N1Cc2nnn(Cc3ccccc3)c2-c2ccccc2S1(=O)=O	2	-4	-1.0	2	3	·	0.5	-3.2	·	·	-1.2
COc1ccc(CN2C(=O)C(CC(=O)NCCN3CCOCC3)CC(C(=O)N3CCCCCC3)=C2C)cc1 (stereo not given)	-2	5	1.0	-4	2	·	1.2	-0.3	-1.7	·	-0.2

Other entries follow.
SMILES	ADAM17 inh	GC-A act	DAX1 inh-1	SMARCA2 act	ADAM10 inh	GAA850 FXN act	hgDAF-12 ag	hcDAF-12 act	PG9 Ab binder	DAX1 inh-2	ssDAF-12 act
Cc1cnc(NC(=O)c2ccc(F)c(S(=O)(=O)N3CCOCC3)c2)s1	7	10	-1.5	-4	3	-1.6	0.2	-0.9	-1.1	-0.7	-1.9
O=C(Nc1nnc([C@H]2C[C@H](O)[C@@H](CO)O2)s1)c1cccc(Cl)c1	-5	-3	-0.6	-3	-18	1.3	0.3	-1.1	-0.5	·	-1.3
COc1ccccc1/C=C/CN1CCC(Oc2ccc(C(=O)N3CCCC3)cc2)CC1	-3	1	-2.3	4	4	-0.7	-0.3	-3.5	-1.8	-0.8	-1.1
COc1ccc2nc(NC(=O)C(NS(=O)(=O)c3cccs3)C(C)C)sc2c1 (stereo not given)	-4	4	1.3	-2	-7	-4.6	1.9	1.4	-0.6	2.0	-1.3
CN(C)S(=O)(=O)N1CCC(C(=O)O)(c2ccccc2)CC1	-2	1	0.8	1	-3	0.0	0.0	0.8	-1.1	1.6	-1.2
CCOc1ccc(C(=O)C(C)OC(=O)CN2C(=O)NC(C)(C)C2=O)cc1 (stereo not given)	0	1	1.8	-1	-2	2.0	-1.8	-0.1	-2.0	-1.9	-0.7
CCc1ccc(N(C(=O)c2csnn2)C(C(=O)NC(C)(C)C)c2cccnc2)cc1 (stereo not given)	2	-5	2.3	-4	7	-0.4	2.3	-0.5	0.8	0.4	-0.3
